# ABCB6 inh MLPCN: human ABCB6 transporter inhibition | AID 602162 | Q9NP58 | 360,000 tested, 0.19% active | fluorescence ratio to DMSO, % at 10 µM | K562-ABCB6 porphyrin accumulation, flow cytometry, 1 h; active compounds read low;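 active means fluorescence ratio to DMSO below 75%, the collection mean minus 3 SD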;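 further: signal is porphyrin accumulated inside mitochondria; 100% equals median channel fluorescence of DMSO control wells; lower ratio means ABCB6 inhibition with less porphyrin fluorescence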
# CaV13 FRET inh: Disruptors of the CACNA1D IQ motif to Ca2+-dependent inactivation inhibitor domain association, primary screening, Förster resonance energy transfer in intact living …; HEK cells, CFP/YFP FRET ICDI-IQ, plate reader, 10 min; percent FRET-ratio fall versus neutral wells; inhibition, % at 12.3 µM; 340,000 tested, 0.098% active;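 active means mean replicate inhibition of at least 30% and at least 1% of replicates passing that level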;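 further: 0% = median of the neutral control wells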
# Cardio protect: myocardial damage modulation in H9c2 cells; H9c2 cardiomyocytes, H2O2 injury protection, ATPLite, 2 h; protection from H2O2 cell death, % at 20 µM; 360,000 tested, 0.63% active;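 active means compounds giving at least 50% protection of heart cells from peroxide-induced death in the single-dose screen, raw or plate-pattern-corrected value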;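 further: 0% = DMSO wells with peroxide and 100% = DMSO wells without peroxide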
# MC4R antagonist: blocks human MC4R cAMP signaling; P32245; MC4R-expressing cells, MTII-stimulated cAMP, LANCE TR-FRET; inhibition, % at 6.5 µM; 360,000 tested, 0.48% active; AID 540295;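 active means inhibition above its plate's cutoff, the mean of tested wells on that plate plus 3 SD, cut at about 29% in these data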;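 further: 0% = Melanotan II alone and 100% = Melanotan II plus saturating MCL0020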
#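 system = U2OS cells with stable human MC4R expression | also added = Melanotan II challenge after compound preincubation | dosing = one concentration, 6.5 µM nominal | incubation = compound 30 min, challenge 1 h, detection 1 h | measured by = TR-FRET with Eu-cAMP and labeled anti-cAMP, 671 nm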
# Glyco luc inh: N-linked glycosylation inhibition | AID 588692 | D54 ERlucT glycosylation luciferase reporter, 24 h; percent of 100 nM tunicamycin response | 360,000 tested, 0.23% active | reporter increase, % at 12.5 µM;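 active means mean luciferase reporter signal, scaled so untreated is 0 and the glycosylation-blocking control 100, at or above a set limit in every replicate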;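 further: luciferase carries N-glycosylation sites so blocking glycosylation raises the light; 0% = median of neutral control wells and 100% = median of 100 nM tunicamycin wells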
# Exocytosis inh: blocks lytic granule exocytosis; 360,000 tested, 0.66% active; AID 651702; inhibition, % at 10 µM; TALL-104 LAMP-1 surface exposure, flow cytometry; cells stimulated with thapsigargin and PMA;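 active means inhibition above about 55%, limit read from the data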
# MC4R ag barr: agonists of human melanocortin 4 receptor (MC4R) beta-arrestin; U2OS MC4R beta-arrestin complementation, luminescence; percent of melanotan II response, DMSO zero; AID 540308; 360,000 tested, 0.98% active; activation, % at 8.9 µM;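 active means activation above a per-plate cutoff, the mean activation of sample wells on that plate plus 3 SD, cut at about 8% in these data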
# ABHD5 PLIN5 PPI: ABHD5-PLIN5 protein interaction inhibition; inhibition, % at 4 µM; 360,000 tested, 0.78% active; Split G. princeps luciferase complementation, luminescence, 4 h; AID 602281; Q00G26+Q8WTS1;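 active means inhibition above the mean inhibition across every tested compound plus 3 SD, cut at about 22% in these data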;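 further: 0% = DMSO only wells and the 100% control is not disclosed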
# PDI inh: inhibitors of human protein disulfide isomerase | inhibition, % at 10 µM | P07237 | PDI insulin aggregation turbidity, A650, 90 min | 350,000 tested, 0.052% active;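 active means mean inhibition across replicates of 30% or more, whatever share of single replicates reach that level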;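 further: absorbance from insulin aggregation driven by PDI reduction with DTT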
# Target sequence (P07237 whole entry, looked up): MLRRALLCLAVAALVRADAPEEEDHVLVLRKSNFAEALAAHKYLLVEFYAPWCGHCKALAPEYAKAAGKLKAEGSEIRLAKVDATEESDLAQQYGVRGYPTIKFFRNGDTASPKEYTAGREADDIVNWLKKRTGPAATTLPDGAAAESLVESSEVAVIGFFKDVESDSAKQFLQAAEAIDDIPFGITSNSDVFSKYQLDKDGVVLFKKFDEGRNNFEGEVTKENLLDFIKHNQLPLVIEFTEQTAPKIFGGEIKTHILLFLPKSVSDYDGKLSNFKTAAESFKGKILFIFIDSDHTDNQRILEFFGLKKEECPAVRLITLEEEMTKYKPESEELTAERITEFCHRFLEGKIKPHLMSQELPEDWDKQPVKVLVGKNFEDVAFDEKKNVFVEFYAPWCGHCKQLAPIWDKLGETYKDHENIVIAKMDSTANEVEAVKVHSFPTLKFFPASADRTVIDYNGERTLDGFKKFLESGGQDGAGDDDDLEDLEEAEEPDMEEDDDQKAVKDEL
# HTR2A ag: agonists of mouse serotonin 5-HT2A receptor (HTR2A); P35363; CHO-K1 mHTR2A beta-arrestin complementation, luminescence; percent of 30 µM serotonin response; activation, % at 7.6 µM; 360,000 tested, 0.66% active; AID 624169;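 active means activation above a run cutoff, the mean activation of all tested compounds plus 3 SD, cut at about 14% in these data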;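 further: 0% = plate median of compound wells and 100% = 30 µM serotonin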
# Target sequence (P35363 whole entry, looked up): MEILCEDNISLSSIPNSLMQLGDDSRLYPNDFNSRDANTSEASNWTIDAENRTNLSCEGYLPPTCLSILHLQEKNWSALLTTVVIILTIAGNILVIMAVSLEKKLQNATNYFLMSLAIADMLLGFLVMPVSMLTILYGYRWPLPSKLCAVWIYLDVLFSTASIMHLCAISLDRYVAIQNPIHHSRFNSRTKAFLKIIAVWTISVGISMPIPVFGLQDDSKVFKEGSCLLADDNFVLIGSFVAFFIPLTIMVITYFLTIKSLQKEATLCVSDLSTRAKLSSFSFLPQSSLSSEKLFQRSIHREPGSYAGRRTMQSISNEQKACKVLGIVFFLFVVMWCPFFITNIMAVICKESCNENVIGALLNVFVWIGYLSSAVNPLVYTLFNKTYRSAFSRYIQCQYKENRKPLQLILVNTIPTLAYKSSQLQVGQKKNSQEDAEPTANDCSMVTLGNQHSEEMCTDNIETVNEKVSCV
# An asterisk follows results filed as active; · = not tested or not shown.
Compound	MC4R antagonist	PDI inh	CaV13 FRET inh	Glyco luc inh	HTR2A ag	Cardio protect	MC4R ag barr	ABCB6 inh MLPCN	ABHD5 PLIN5 PPI	Exocytosis inh
C/C(=N\NC(=O)c1ccoc1C)c1cccnc1	6	2	-9	3	0	-3	-1.7	101	2	-6
COc1ccc(N2CCN(C(=O)Cn3cnc4sc(C)c(S(=O)(=O)N5CCOCC5)c4c3=O)CC2)cc1	-2	5	-8	1	-5	3	-0.2	82	-8	3
Cc1cc(C)c2oc(C(=O)Nc3nnc(C(C)C)s3)cc(=O)c2c1	6	-3	-5	0	7	-1	-1.6	105	3	0
CCc1[nH]c(=O)c(C#N)c2c1COC(C)(C)C2	11	0	-6	0	6	-2	0.4	96	2	0
COc1ccc(NC(=O)CN(C)CC(=O)c2[nH]c(C)c(C(C)=O)c2C)cc1	11	5	-5	1	-2	0	0.2	99	-2	4
COc1ccc(OC)c(C(=O)COC(=O)C(CCSC)NC(=O)COc2ccccc2)c1 (centres undefined)	1	-4	-6	0	-4	-2	0.8	103	1	-1
O=C(O)c1ccccc1C(=O)c1ccc2c(c1)N(Cc1cccc(F)c1)C(=O)CO2	13	-8	-6	-1	0	-5	2.8	97	-10	-1
Oc1ccccc1-c1nc2cnccn2c1Nc1ccc2c(c1)OCCO2	2	-2	-7	2	-6	3	-1.4	111	1	9
O=S(=O)(NCCc1cn2ccccc2n1)c1cccs1	4	·	5	-1	0	25	0.4	91	7	2
CCC1CCCCN1C(=O)c1ccc(OC2CCN(Cc3ccccn3)CC2)cc1 (centres undefined)	5	5	-6	-4	-3	0	-1.9	98	4	20
COc1ccc(C(O)P(=O)(OC(C)C)OC(C)C)c(OC)c1 (centres undefined)	7	2	-5	2	6	0	-2.9	102	2	-3
Cc1cccc(-c2nnc(SCC(=O)N3CCOCC3)o2)c1	5	-7	-7	-1	2	-3	-0.6	97	-3	2
COc1ccc(NC(=O)CC2C(=O)N(C)C(=S)N2Cc2ccc3c(c2)OCO3)cc1 (centres undefined)	-2	12	-1	-1	3	-2	1.5	98	6	4
COC(=O)Cn1c(CN2CCOCC2)nc2c1c(=O)n(C)c(=O)n2C	-2	·	-7	4	13	10	0.0	94	5	-4
CCCc1cc2c(c(NC(C)=O)n1)c(=O)oc1ccccc12	10	10	-4	3	5	-3	-2.5	95	1	0
Cc1ccc2c(c1)Oc1ccc(NC(=O)CCCl)cc1C(=O)N2	-12	9	-2	11	-9	5	0.8	95	7	-2
CN(C)CCCNC(=O)C(=O)NCC1OCCN1S(=O)(=O)c1cccs1 (centres undefined)	4	3	·	2	7	1	-1.2	96	-1	4
Cc1ccc(NS(=O)(=O)N(C)C)cc1	2	6	·	2	-1	-3	-0.8	101	-8	1
Cc1cc2ccccn2c1C(=O)c1cccc(F)c1	8	5	-2	0	5	0	3.2	102	-9	-9
CC(OC(=O)CNC(=O)c1cccs1)C(=O)Nc1ccc(S(N)(=O)=O)cc1 (centres undefined)	0	1	-6	0	-1	2	1.0	108	12	-3
COc1ccc(-n2c(C)cc(C(=O)NC3CCCCC3)c2C)cc1	-8	8	-9	5	-5	-4	0.9	93	-1	-6
Cn1c(=O)c2cc(NCc3ccccc3)nnc2n(C)c1=O	-12	8	·	7	3	10	-1.9	101	-9	0
Cc1cccc(-c2nc3ccccc3c(=O)n2NC(=O)c2cccs2)c1	-1	0	-5	0	3	4	0.6	92	0	-2
CCOC(=O)c1ccc(S(=O)(=O)Nc2ccc(N3CCOCC3)cc2)cc1	-6	-2	-5	-1	3	0	1.9	99	-3	-12
Cc1ccc(S(=O)(=O)N2CCCC2C(=O)Nc2nc3ccccc3s2)cc1 (centres undefined)	3	4	-7	1	2	-2	-0.9	99	-7	0
COc1ccccc1CNC(=O)C(NC(=O)c1ccccc1C)C(C)C (centres undefined)	9	-2	-6	-2	0	0	-1.6	107	5	0
O=C(C1CCCN(S(=O)(=O)c2ccc(Br)s2)C1)N1CCN(c2ccccc2)CC1 (centres undefined)	4	-1	-6	-4	-3	-8	0.0	91	3	34
COc1ccc(N(C)S(=O)(=O)c2cccc(C(=O)NC3CCC(C)CC3)c2)cc1 (centres undefined)	-2	6	-5	-8	0	-2	-1.1	95	-12	2
Cc1ccc(C(=O)NCC(=O)N(C)CC(=O)Nc2ccccc2Br)s1	3	16	-3	2	4	2	-0.5	100	-1	0
CC1CCCCC1NC(=O)c1c(O)nc2ccccn2c1=O (centres undefined)	4	-3	-2	-1	-1	3	2.5	95	-8	8

# 3 entries from above, ordered by the number in MC4R antagonist, high to low:
structure	MC4R antagonist	PDI inh	CaV13 FRET inh	Glyco luc inh	HTR2A ag	MC4R ag barr	ABCB6 inh MLPCN	ABHD5 PLIN5 PPI	Exocytosis inh
O=S(=O)(NCCc1cn2ccccc2n1)c1cccs1	4	·	5	-1	0	0.4	91	7	2
Cc1ccc(S(=O)(=O)N2CCCC2C(=O)Nc2nc3ccccc3s2)cc1 (centres undefined)	3	4	-7	1	2	-0.9	99	-7	0
Cn1c(=O)c2cc(NCc3ccccc3)nnc2n(C)c1=O	-12	8	·	7	3	-1.9	101	-9	0

# Next section
Compound	MC4R antagonist	PDI inh	CaV13 FRET inh	Glyco luc inh	HTR2A ag	Cardio protect	MC4R ag barr	ABCB6 inh MLPCN	ABHD5 PLIN5 PPI	Exocytosis inh
Cc1cccc(OCC(O)Cn2c(-n3nc(C)cc3C)nc3c2c(=O)[nH]c(=O)n3C)c1 (centres undefined)	3	7	-1	0	-4	16	-1.6	97	-5	3
O=C(CSc1ncccc1-c1nc2ccccc2[nH]1)NC1CC1	-7	8	-8	-2	-5	7	0.0	89	2	-2
COC(=O)Cc1ccc(OC2(C)CCN(Cc3ccccc3OC(F)F)C2)cc1 (centres undefined)	6	6	-5	2	-5	-5	-2.0	96	1	-2
CCOc1ncccc1C(=O)Nc1cc(S(=O)(=O)N2CCOCC2)ccc1N1CCCC1	21	2	-14	2	3	-3	0.0	95	0	4
CCN(CC)c1nc(-c2ccccn2)nc(-c2ccccc2)c1C#N	11	-6	-6	-6	-4	-5	-1.7	97	-2	0
CCOC(=O)N1CCc2[nH]c3ccc(C)cc3c2C1	-4	-4	-6	6	4	-3	1.8	103	2	-1
COc1cccc(NC(=O)Cn2nnc(-c3ccccc3N)n2)c1	-1	4	-5	1	-1	-6	1.3	97	-6	3
C=CCNC(=O)NC(=O)c1csc([N+](=O)[O-])c1	3	-1	-18	0	4	3	-0.3	101	-4	-4
CC1(C)C(=O)Nc2ccccc2N1C(=O)COC(=O)c1cc([N+](=O)[O-])ccc1N	1	-9	-5	-1	2	23	-0.9	97	-3	0
Cc1cccn2c(=O)c3cc(C(=O)NCCN4CCOCC4)c(=N)n(CCc4ccccc4)c3nc12	4	1	34*	31*	-3	15	0.2	118	8	10
COc1ccc(-c2oc3ccc(-c4ccc(OC)nc4)cc3c2-c2ccc(OC)cc2)cc1	-1	-6	-9	0	3	-10	-0.1	94	6	-8
CCOC(=O)c1cccc(N/C=C/C(=O)c2ccc(OC)c(OC)c2)c1	3	5	·	-2	5	24	-0.2	106	4	-1
COc1cc2c(cc1OC)C(c1ccccc1)N(C(=O)c1ccccc1)CC2 (centres undefined)	-7	9	-6	34*	-3	2	-0.1	102	2	-6
Cc1cc(C)n(CC(C)NCc2cn[nH]c2-c2cccc3ccccc23)n1 (centres undefined)	-5	8	-4	-2	1	-2	-3.7	97	-2	-8
CCc1cccc(NC(=O)CCNC(=O)Cn2ccc3ccccc3c2=O)c1	1	-13	-7	1	-5	-2	-1.1	96	1	-2
COc1c(Br)cc([N+](=O)[O-])c(OC)c1C(=O)NC(=O)Nc1cc(Cl)cc(Cl)c1	-4	0	-18	-1	4	-17	1.3	91	-4	4
COC(C[C@@H]1O[C@H]1[C@@H](O)[C@@H](C)OCc1ccccc1)OC	-3	3	-7	2	7	12	-0.5	91	3	0
Cc1ccc(NC(=O)COC(=O)c2ccccc2Nc2ccccc2)cc1	-6	3	-3	3	3	0	13*	100	-1	0
Cc1ccc(-c2nnn(CC(=O)N(Cc3cccs3)C(C(=O)NC3CCCC3)c3ccncc3)n2)cc1 (centres undefined)	4	8	-5	2	-3	1	-1.0	99	3	0
O=C(NCCN1CCOCC1)c1cc([N+](=O)[O-])cc([N+](=O)[O-])c1	6	-3	-5	0	3	-2	0.8	94	-3	-1
Cc1cc(C)nc(SCC(=O)NC(=O)c2ccccc2O)n1	7	-2	-5	1	2	5	-0.7	102	-4	2
Cn1c(=O)[nH]c(=O)c2c1nc(NCc1ccccc1)n2CC(O)c1ccccc1 (centres undefined)	17	-3	0	4	-4	3	-0.9	95	-4	2
Cc1sc(NC(=O)CSc2nnc(COc3ccc(Cl)cc3)n2C)c(C#N)c1C	4	0	-6	1	1	-8	11*	92	-8	3
COc1n[nH]c(C(=O)Nc2cc(Cl)ccc2Cl)c1[N+](=O)[O-]	17	-21	-1	3	-1	-1	-1.9	104	1	-2
O=C1N(c2ccccc2)C(c2ccccc2)N2CCCN12 (centres undefined)	-2	-6	-5	0	-3	7	-1.9	100	5	1
COC(=O)c1sccc1NC(=O)COc1ccc(C)cc1	3	1	3	-2	-3	6	0.2	99	0	0
Cc1cc(C)n2c(SCC(=O)Nc3ccc(F)cc3F)nnc2n1	-2	-1	-2	2	-4	0	-0.6	96	-6	4
CC1Sc2ccc(S(=O)(=O)CCC(=O)Nc3cc(F)ccc3F)cc2NC1=O (centres undefined)	9	5	-2	-4	3	-5	3.5	96	1	0
O=C1/C(=C\c2c(NCCOCCO)nc3ccccn3c2=O)SC(=S)N1Cc1ccco1	-2	-4	-34	-3	2	0	10*	145	3	0
COc1ccccc1N1CCN(C(=O)Cn2cnc3c2c(=O)n(C)c(=O)n3C)CC1	2	6	-4	2	1	-2	-1.2	98	-5	-3
CN1N=C(C(=O)N2CCN(c3ccc([N+](=O)[O-])cc3)CC2)CCC1=O	5	6	-19	1	4	1	-1.8	98	1	-6
C=C(C)c1cccc(C(C)(C)NC(=O)Nc2ccc(C(C)=O)cc2)c1	16	-2	-2	-1	2	1	0.8	94	-2	-2
CCOC(=O)c1c2ccc(OCC(=O)N/N=C/c3ccc(C)cc3)cc2n2ccccc12	-2	-5	·	1	0	54*	0.8	105	-2	-4
COc1ccc(CCN(C(=O)c2snc(C(N)=O)c2N)C(C)C(=O)NC2CCCCC2)cc1OC (centres undefined)	15	3	-4	-1	-13	4	2.5	94	8	-16
CCOc1ccc(CCn2c(-c3ccco3)nc3ccccc3c2=O)cc1OCC	9	-2	-4	-16	-1	104*	0.9	92	-1	1
O=C1CSC(=S)N1/N=C/c1cccnc1	-11	1	-14	0	-1	-6	0.8	97	-2	-5
O=C(NCCOc1ccc(Cl)cc1)c1cccc(S(=O)(=O)N2CCCC2)c1	2	14	-5	-2	4	-7	2.8	100	4	6
O=C(CNC(=O)OCc1ccccc1)NC1(C(=O)O)CCCC1	9	1	-16	3	1	0	1.1	100	-5	1
